High-throughput results: PubChem, National Center for Advancing Translational Sciences (NCATS)
AmpC inh detg: inhibitors of E. coli AmpC beta-lactamase with detergent; hit rate 0.041% among 370,000; Potency, µM (highest dose often 114 µM), inactives show at the top dose activity change, negative = inhibition, usual class: inhibitors; AID 485294; AmpC hydrolysis of nitrocefin, absorbance 480 nm, 0.01% Triton; P00811;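 further: potency means the concentration at half of the fitted maximal effect; 0% = no-compound wells and -100% = no-enzyme wells; nearly all actives have a fitted effect of over 25% in size; some results filed as inactive show a strong effect at the top dose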
Target sequence (P00811 whole entry, looked up): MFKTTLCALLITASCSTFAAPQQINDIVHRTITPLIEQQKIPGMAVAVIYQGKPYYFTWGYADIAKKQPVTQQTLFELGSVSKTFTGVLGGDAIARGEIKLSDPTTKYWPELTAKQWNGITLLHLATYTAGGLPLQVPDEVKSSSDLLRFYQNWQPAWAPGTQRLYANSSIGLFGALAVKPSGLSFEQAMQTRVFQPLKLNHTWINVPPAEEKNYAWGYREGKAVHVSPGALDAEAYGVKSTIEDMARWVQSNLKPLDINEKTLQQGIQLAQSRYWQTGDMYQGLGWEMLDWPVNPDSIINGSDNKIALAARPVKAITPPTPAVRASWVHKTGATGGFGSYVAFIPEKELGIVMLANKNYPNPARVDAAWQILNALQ
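AmpC (5.3 nM in the dispensed reagent) in 20 mM phosphate pH 7.0 with 0.01% (detergent screen) or 0.0001% Triton X-100 was preincubated with compounds for 15 min at room temperature. Nitrocefin was then added from an 800 uM solution, and hydrolysis was followed at 480 nm.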
AmpC inh no detg: blocks E. coli AmpC beta-lactamase in detergent-free assay | Potency, µM (doses to about 57.1 µM), without a hit: at the top dose activity change, negative = inhibition, actives largely listed as inhibitors | AmpC nitrocefin hydrolysis, absorbance 480 nm, 0.0001% Triton | hit rate 0.52% among 330,000 | P00811;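 further: potency means the concentration at half of the fitted maximal effect; plate controls were no compound for no effect and no enzyme for full effect; nearly all actives have a fitted effect of over 20% in size; some results filed as inactive show a strong effect at the top dose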
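20 mM phosphate pH 7.0 + 0.01% (detergent screen) or 0.0001% Triton X-100; 5.3 nM AmpC reagent; cpd preinc 15 min RT; nitrocefin (800 uM stock) to start; A480 q20 s × 4 min; Activity was normalised to no-enzyme and no-compound control wells.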
FBPA Giardia inh: blocks Giardia fructose-bisphosphate aldolase activity. hit rate 0.71% among 290,000. A8B2U2. purified Giardia FBPA. Potency, µM (titrated, usually from 59.6 µM), for the others: at the highest dose activity, negative = inhibition, most hits filed as inhibitors. AID 2451; further: potency means the concentration at half of the fitted maximal effect; nearly all actives have a fitted effect of over 55% in size
Target sequence (A8B2U2 whole entry, looked up): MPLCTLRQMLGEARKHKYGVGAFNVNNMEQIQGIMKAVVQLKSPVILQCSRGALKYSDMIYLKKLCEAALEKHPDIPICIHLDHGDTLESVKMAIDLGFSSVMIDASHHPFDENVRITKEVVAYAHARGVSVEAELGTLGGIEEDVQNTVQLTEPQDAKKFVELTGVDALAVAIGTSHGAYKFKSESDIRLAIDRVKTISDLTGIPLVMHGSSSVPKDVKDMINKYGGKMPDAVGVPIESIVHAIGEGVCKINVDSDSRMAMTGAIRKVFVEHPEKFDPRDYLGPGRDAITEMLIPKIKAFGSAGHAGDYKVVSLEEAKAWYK
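40 nM FBPA preincubated 10 min at RT with compound (up to 57.5 uM final), then substrate plus GAPDH/TPI/NAD/arsenate coupling and diaphorase/resazurin added. Fluorescence read after 20 min at RT, 525/598 nm.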
HCV inh: HCV inhibition | hit rate 3.4% among 340,000 | Huh7.5.1 HCVcc-Cre infection, luciferase reporter, 44 h | Potency, µM (titrated, usually from 41.8 µM), without a hit: at the top dose activity change, negative = inhibition, hits mostly inhibitors; further: potency means the concentration at half of the fitted maximal effect
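After 44 h co-culture of compound, cells and HCVcc-Cre (~0.5 moi), substrate is added for 15 min at room temperature and luciferase measured over 15 sec. Cells were seeded at 1,000/well and pre-cultured 4 h.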
Sm TGR block: blocks Schistosoma mansoni thioredoxin glutathione reductase. AID 485364. purified TGR, DTNB reduction, TNB absorbance 405 nm. hit rate 3% among 360,000. Q962Y6. Potency, µM (top dose mostly 114 µM), inactives show at the highest dose activity change, negative = inhibition, most hits filed as inhibitors; further: potency means the concentration at half of the fitted maximal effect; nearly all actives have a fitted effect of over 60% in size
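Kinetic colorimetric format: TGR-catalysed, NADPH-driven DTNB reduction monitored via TNB absorbance. Enzyme dispensed at 20 nM; compound exposure 15 min at room temperature before reaction start.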
HCMV inh: human cytomegalovirus inhibition; hit rate 4.5% among 410,000; HFF cells, HCMV-luciferase reporter, 72 h; stronger effect = lower value; activity change, negative = inhibition, % at 57.5 µM; in the data active means activity change below about -60%; inconclusive means no clear call, values can overlap the other calls; inactive means above about -39%
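Two-dose cell screen: HFF monolayers treated with compounds and infected with luciferase-expressing HCMV at 1 PFU/cell, 72 h at 37C, then lysed for luciferase measurement.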
Numbers without * were called inactive; ? = inconclusive; · = no result given; & = joins results of further samples; [ ] = another dose, or the depositor's remark. Unless noted, the call rests on the fitted dose curve; in most records, active means well fitted curve in the direction sought with a large enough effect; inconclusive means small, poorly fitted or top-dose-only effect, or another doubt; inactive means no such curve, though single readings can be large; an effect the other way counts as inactive or inconclusive. Unless noted, on the % scale 0 is the no-effect control and ±100 the full control effect.

Compound | AmpC inh detg | AmpC inh no detg | FBPA Giardia inh | HCV inh | Sm TGR block | HCMV inh
O/N=C/c1c[nH]c2ccccc12 | -13% | -2% | 0% | -2% | -2% | -3
CC(C)(C)C1CCC(C(=O)OCC(=O)c2ccc[nH]2)CC1 (configuration not stated) | ? | -16% | 1% | -4% | 0% | -21
O=C1CSC2(CN3CCC2CC3)N1 (configuration not stated) | -3% | -5% | -15% | 13% | 0% | -6
COc1ccc(NC(=O)c2ccco2)cc1NC(=O)c1cccc(C)c1OC | 3% | · | · | · | -4% | ?
Cc1[nH]ccc(=O)c1OCc1c(Cl)cccc1Cl | 0% | ? | 1% | 13% | -3% | -5
COc1cc(NS(=O)(=O)c2ccc(N=Cc3c(C)[nH]n(-c4ccccc4)c3=O)cc2)nc(OC)n1 | 2% | -56% | -4% | 1% | -13% | 2
CCN(C(=O)Cc1c(C(=O)O)n(CC)c2ccccc12)c1ccccc1C | 3% | -13% | -6% | 17% | -8% | -15
O=C(CN1C(=O)c2ccccc2C1=O)NCc1ccccn1 | ? | -12% | 3% | 0% | 0% | 16
CSCc1cc(N2CCOCC2)nc(SCc2ccc(Cl)cc2Cl)n1 | 13% | 48% | -8% | -17% | 11% | 18
COc1ccc(C(=O)NCC(c2ccc(N(C)C)cc2)N2CCCC2)cc1 (configuration not stated) | 6% | · | · | · | -11% | -26
CCOC(=O)C1CCN(C(=O)c2cccnc2Oc2ccccc2)CC1 | 3% | 1% | 7% | -8% | 17% | 14
CCOC(=O)C1(Cc2ccccc2C)CCCN(C(=O)c2cc(C3CC3)[nH]n2)C1 (configuration not stated) | 4% | 23% | 0% | 2% | -1% | -18
CC(=O)Nc1ccc(S(=O)(=O)N[C@@H](C)C(=O)OCc2cc([N+](=O)[O-])cc3c2OCOC3)cc1 | -2% | -10% | 5% | -2% | 4% | -14
CC(=O)c1ccc(NS(=O)(=O)c2cc3[nH]c(=O)c(=O)[nH]c3cc2C)cc1 | 8% | · | · | · | 7% | 22
CC1CC(C)CN(CC(C)(C)NS(=O)(=O)c2ccc(Cl)cc2)C1 (configuration not stated) | -16% | -41% | 0% | -4% | 2% | ?
Cc1cccc(OCC(O)Cn2c(-n3nc(C)cc3C)nc3c2c(=O)[nH]c(=O)n3C)c1 (configuration not stated) | -12% | 52% | 8% | -7% | -2% | 22
CS(=O)(=O)N1CCC(C(=O)Nc2ccc(Cl)c(Cl)c2)CC1 | 1% | 5% | -3% | 15% | 17% | 3
CCOCCCNC(=O)C(c1ccc(OC)cc1)N(Cc1ccc2c(c1)OCO2)C(=O)c1ccc(NC(C)=O)cc1 (configuration not stated) | -5% | · | · | · | 2% | -1
Cc1ccc2c(CC(=O)NNC(=O)c3ccccc3O)coc2c1 | -12% | -27% | · | ? | -15% | 1
CCOc1ccc(C(=O)NC(=S)NCCCN2CCOCC2)cc1 | ? | 7% | -3% | ? | -9% | ?
CCOC(=O)c1sc(-c2ccc(F)cc2)cc1NC(=O)Nc1ccccc1OC | 4% | -36% | -2% | -3% | 4% | -30
Cc1c(O)nc(SCC(=O)Nc2ccc3c4c(cccc24)CC3)n(-c2ccc(F)cc2)c1=O | -3% | 28µM* | 4% | 7% | -4% | -12
CCOC(=O)C1(C)C=C(Nc2ccc(O)cc2)C(=O)N1c1ccc(O)cc1 (configuration not stated) | 2% | -36% | ? | 4% | -30% | -70*
Cc1ccc(/C=C/C(=O)N2CCN(S(=O)(=O)c3ccc(C)c(C)c3)CC2)o1 | -9% | 42% | -12% | -11% | 13µM* | -18
N#C/C(=C\c1ccc(-c2ccc(C(=O)O)cc2)o1)c1nc2ccccc2[nH]1 | -7%&3% | -20% | -8% | 5% | -11%&-17% | 52&68
Cc1cc(N=Cc2cc(Br)ccc2O)no1 | -6% | -20% | -12% | 9% | 2% | 31
Cc1cc(=O)n(CC(=O)Nc2cccc([N+](=O)[O-])c2)c(-n2nc(C)cc2C)n1 | 3% | · | · | · | -4% | ?
O=C(NC(Cc1ccccc1)C(=O)O)OCc1ccccc1 (configuration not stated) | -7% | -11% | 10% | 8% | 2% | 36
CC(=O)c1ccc(OCC(O)CN2CCN(S(=O)(=O)c3cccc(Br)c3)CC2)cc1 (configuration not stated) | -5% | 108%[activator] | 2% | -16% | -13% | ?
CCN(C(=O)COc1ncnc2sccc12)c1ccccc1 | 5% | -8% | 1% | 18% | 4% | -3
CC[N+]1(CC)CC2=Cc3c(ccc4ccccc34)CC2C1 (configuration not stated) | -9% | 6% | -3% | -5% | 0% | -40
CCc1ccc(C2CC(=O)N(c3cccc(F)c3)C3=C2C(=O)OC3)cc1 (configuration not stated) | 1% | -1% | 2% | 5% | 3% | -8
Cc1ccc(NC2SC(=O)N(CC(=O)O)C2=O)cc1 (configuration not stated) | -13% | -11% | 11% | -7% | -2% | -40
CC1CCC(C(=O)NC(C(=O)NCCN2CCC(C)CC2)C(C)C)CC1 (configuration not stated) | -2% | -16% | -4% | -26%&11% | -5% | -23
O=C(Nc1ccccc1)NC1CCS(=O)(=O)C1 (configuration not stated) | 0% | -12% | 0% | 6% | -4% | 21
COc1ccc(N(CC(=O)NC2CCCC2)C(=O)CCC(=O)Nc2cc(C)on2)cc1 | ? | -6% | 8% | 13% | 5% | -17
Cn1nc(C(=O)NCC(c2cccs2)N2CCOCC2)c2ccccc2c1=O (configuration not stated) | · | 46% | · | 8% | · | -22
CCN1C(=O)CC(c2ccc(OC(C)C)cc2)C1=O (configuration not stated) | -4% | -16% | -5% | 0% | -19% | 71
COC(=O)CS(=O)(=O)c1nc2ccccc2nc1N1CCCCC1 | 16% | · | · | · | ? | -66*
COc1ccc(-n2nc(C(=O)NCC(=O)NC3CCCCCC3)c3ccccc3c2=O)cc1OC | 3% | 110%[activator] | · | 5% | -9% | -37
CCN(C(=O)Cn1cc(C(=O)c2ccc(F)cc2)c(=O)c2ccc(C)nc21)c1cccc(C)c1 | 5% | · | · | · | 1% | -33
Cc1ccc(NC(=S)NCCc2c[nH]c3ccccc23)c(C)c1 | -3% | -47% | 0% | ? | 6% | -90*
COc1cc(Br)cc(CNc2ccc(F)c([N+](=O)[O-])c2)c1O | 7% | -23% | -14% | ? | -1% | ?
CC(C)(C)NC(=O)NC(=O)COC(=O)Cn1cnc2ccccc2c1=O | ? | -5% | 0% | 11% | -2% | 25
Cc1cc(NC(=O)CSCC(=O)Nc2nc3ccccc3s2)no1 | -16% | -20% | · | 7% | -7% | 23
COc1ccc(C(=O)NC(C)c2ccc(-n3ccnc3)cc2)cc1[N+](=O)[O-] (configuration not stated) | -4% | -19% | 1% | -17% | 0% | -26
CCc1ccc(NC(=O)c2nc3nc(C)cc(C(F)F)n3n2)cc1 | 4% | · | · | · | 3% | 12
COc1ccc(-c2cc(C(=O)N3CCCC3)no2)cc1OC | -1% | 4% | -2% | -9% | -1% | -22
COc1ccc(/C=C(\NC(=O)c2cccs2)C(=O)NC(C)(C)C)cc1OC | 0% | -12% | 2% | 2% | 5% | -9
CCOC(=O)c1c(NC(=O)CSc2nnc(-c3ccco3)o2)sc(C(C)=O)c1C | -4% | · | 2% | ? | -3% | -16
CC1CCC(NC(=O)COC(=O)C2=NN(c3ccccc3)C(=O)CC2)CC1 (configuration not stated) | -20% | -7% | · | 11% | -6% | 10
COc1ccc2c(c1)C1CC(C)(NC(=O)C1S(=O)(=O)c1ccc(F)cc1)O2 (configuration not stated) | -13% | -23% | -17% | 2% | -2% | 27
CC(C)NC(=O)C1CCN(C(=O)N(C)C)CC1 | -14% | -27% | 7% | -3% | -4% | -25
Cc1cc(C(=O)N/N=C/c2ccc(OCc3ccccc3)cc2)c(C)o1 | ? | -51% | -8% | ? | 1% | -26
COc1ccc(CCC(=O)NCCS(=O)(=O)N2CCN(c3ccc(OC)cc3)CC2)cc1 | -3% | 29% | 10% | ? | -13% | ?
COc1cc(C(=O)NC2CCCc3c2cnn3-c2ccccc2F)cc(OC)c1OC (configuration not stated) | -3% | 38% | · | 8.9µM* | 2% | -62*
O=C(CSc1ncnc2ccccc12)Nc1ccc(N2CCOCC2)cc1 | -9% | -16% | -5% | · | 1% | ·
Cc1ccc(NC(=O)CSc2ncn(-c3ccccc3)n2)cc1C | -9% | -24% | 6% | 13% | -4% | -15
CCOC(=O)CNC(=O)CNC(=O)c1ccc(OC(C)C)cc1 | -11% | 1% | 5% | 11% | 7% | -15
CCCCn1c(N)c(N(CCOC)C(=O)c2nn(CC)c(=O)c3ccccc23)c(=O)[nH]c1=O | -17% | -6% | · | 4%[8.37 µM] | -2% | -9

Remaining list, next part.
Compound | AmpC inh detg | AmpC inh no detg | FBPA Giardia inh | HCV inh | Sm TGR block | HCMV inh
Cc1cc(C)n(CC(O)COCc2ccccc2)n1 (configuration not stated) | 2% | -4% | 3% | 0% | 0% | 10
COc1cc(C(=O)NNC(=S)NC(=O)c2ccc(F)cc2)cc(OC)c1OC | -3% | 5% | ? | -10% | -1% | -1
CCOc1ccc(C2c3[nH]c4ccccc4c3CCN2Cc2cccn2-c2ncccn2)cc1 (configuration not stated) | 0% | 18% | -10% | -17% | -22% | ?
CCOCC(=O)Nc1nc2ccccc2s1 | -5% | -22% | 4% | 6% | 35µM* | 18
O=C(CSc1ccccn1)Nc1nc2ccccc2s1 | -21% | -14% | -1% | -19% | -8% | -66*
COc1ccc(CNCCNC(=O)c2nonc2N)cc1OC | -8% | -16% | 3% | 0%&21% | -5% | 12
CNC(C(=O)c1ccccc1)C(OC)c1ccc(C)cc1 (configuration not stated) | ? | -24% | 1% | 17% | -7% | -15
Cc1nc(-c2ccc(S(=O)(=O)Nc3cc(S(=O)(=O)N(C)C)ccc3C)s2)cs1 | 1% | -42% | 11% | 8% | -11% | 40
Cc1ccc(C(=O)Nc2ccc(C(=O)N/N=C/c3cccnc3)cc2)cc1 | -4% | 13% | 4% | 1% | -17% | 36
COc1cc(Nc2nc3ccccc3n3nnnc23)cc(OC)c1OC | ? | -8% | -3% | -15% | 4% | 11
O=C(COC(=O)c1ccc(Br)o1)Nc1ccc2c(c1)OCCO2 | · | -25% | · | 9% | · | 4

Compound profiles (already shown). Order of values: AmpC inh detg, AmpC inh no detg, FBPA Giardia inh, HCV inh, Sm TGR block, HCMV inh
CCOC(=O)C1CCN(C(=O)c2cccnc2Oc2ccccc2)CC1 as listed: 3%, 1%, 7%, -8%, 17%, 14
CSCc1cc(N2CCOCC2)nc(SCc2ccc(Cl)cc2Cl)n1 as listed: 13%, 48%, -8%, -17%, 11%, 18
O=C(NC(Cc1ccccc1)C(=O)O)OCc1ccccc1 (configuration not stated) as listed: -7%, -11%, 10%, 8%, 2%, 36
O=C(Nc1ccccc1)NC1CCS(=O)(=O)C1 (configuration not stated) as listed: 0%, -12%, 0%, 6%, -4%, 21
COc1ccc(CCC(=O)NCCS(=O)(=O)N2CCN(c3ccc(OC)cc3)CC2)cc1 as listed: -3%, 29%, 10%, ?, -13%, ?
